Source: PubChem
procasp7 counter: counter-screen for procaspase-3 activators: activators of human procaspase-7; activation, % at 8.5 µM; AID 463210; 0.093% of 330,000 active; recombinant procaspase-7, Ac-DEVD-pNA absorbance 405 nm; D23A/D198A/D206A triple mutant, cannot self-cleave; scale: DMSO 0, 5 µM enzyme 100; P55210;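 active = percent activation above the screen-wide mean plus 3 SD, cut at about 25% in these data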
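Detection: p-Nitroaniline absorbance at 405 nm, read at 0 and 120 min; system: Uncleavable procaspase-7 mutant enzyme; evaluation: % activation from two-timepoint absorbance difference, scaled to controls; times: 1 h enzyme–compound preincubation and 2 h substrate reaction, both 25 °C; buffer or medium: Zinc-free HEPES pH 7.4 with 300 mM NaCl, 0.01% Triton X-100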
EBNA-1 inh: blocks EBNA-1 binding to DNA. EBNA-1 DNA binding, fluorescence polarization. inhibition, % at 14.8 µM. 0.34% of 300,000 active; in the data active = inhibition above about 28%
RPL19A-GFP yeast: alters RPL19A-GFP fluorescence in TOR pathway yeast screen | S. cerevisiae RPL19A-GFP strain, flow cytometry, 3 h; stronger effect = lower value | percent response vs DMSO, % at 10 µM | 0.3% of 330,000 active | AID 2025;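 active = percent response vs DMSO below 50%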;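 also: median channel GFP fluorescence of the barcoded RPL19A-GFP strain; ratio of sample median GFP to plate DMSO average so 100% = DMSO; lower means less RPL19A-GFP as with rapamycin TOR inhibition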
proCasp3 act: activators of human procaspase-3. P42574. recombinant procaspase-3 D3A, Ac-DEVD-pNA absorbance 405 nm. activation, % at 8.5 µM. 0.11% of 330,000 active. AID 463141;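 active = activation above the mean of all tested compounds plus 3 SD, cut at about 21% in these data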;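 also: 0% = DMSO alone and 100% = DMSO wells spiked with extra 5 µM PC-3 D3A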
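material = Procaspase-3 D3A mutant | probe or stimulus = Ac-DEVD-pNA | compound = single dose, 8.5 µM nominal compound, 0.8% DMSO | timing = 1 h preincubation, 2 h reaction | measured by = 405 nm absorbance of p-nitroaniline, reads at 0 and 120 min | benchmarks = DMSO-only low control, 5 µM PC-3 D3A high control | repeats = singlicate, each compound tested once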
ZTA counter: counter-screen for EBNA-1 inhibitors: inhibitors of Epstein-Barr virus ZTA; ZTA-DNA binding, fluorescence polarization; inhibition, % at 11 µM; 0.15% of 320,000 active; AID 2234; in the data active = inhibition above about 33%
MEP2-GFP yeast: yeast TOR pathway MEP2-GFP modulation; S. cerevisiae MEP2-GFP strain, flow cytometry GFP, 3 h; 100% = DMSO control level; GFP response vs DMSO, % at 10 µM; 0.51% of 330,000 active; AID 2016;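 active = GFP response versus DMSO above a set limit, roughly screen mean plus 3 SD, cut at about 180% in these data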;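 also: median GFP fluorescence of the barcode-gated MEP2-GFP cells per well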
AHR activator: activates the human aryl hydrocarbon receptor; P35869; AHR-responsive luciferase reporter cells, luminescence; activation, % at 5 µM; 2.5% of 320,000 active; AID 2796; in the data active = activation above about 47%;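 also: 0% = vehicle wells and 100% = reference agonist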
LAP4-GFP MLPCN: modulators of TOR pathway LAP4-GFP in S. cerevisiae; GFP response vs DMSO, % at 10 µM; 0.34% of 320,000 active; S. cerevisiae LAP4-GFP multiplex, flow cytometry GFP, 3 h; median GFP as percent of DMSO wells;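 active = GFP response vs DMSO above a set limit, about the screen mean plus 3 SD, cut at about 150% in these data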
Active calls of the source: *; / = no result given; [ ] = remark or other dose. This is a random part of the collection; overall some 3.8% were active at least once.

SMILES | procasp7 counter | EBNA-1 inh | RPL19A-GFP yeast | proCasp3 act | ZTA counter | MEP2-GFP yeast | AHR activator | LAP4-GFP MLPCN
CN(CC(=O)Nc1ccc(F)cc1)C(=O)Cn1c(=O)oc2ccccc21 | -6 | / | 97 | 5 | -6 | 98 | 13 | 95
CC(C)c1cccc(OCC(=O)Nc2ccc(S(=O)(=O)Nc3ccccn3)cc2)c1 | 10 | -4 | 103 | 2 | -6 | 103 | 1 | 94
CC1(C)CC(=O)C(C=NCCN2CCN(CCc3ccccc3)CC2)=C(O)C1 | 2 | 8 | 94 | -6 | 1 | 95 | 3 | 90
CCCCc1ccc(NC(=S)N2CCN(C)CC2)cc1 | 3 | -5 | 101 | 7 | 0 | 117 | -3 | 99
O=C(c1cccc(F)c1)n1nnc2ccccc21 | -3 | -3 | 104 | 0 | -4 | 107 | 1 | 113
Cc1ccc(-c2cc(C(=O)Nc3ccc(S(=O)(=O)Nc4onc(C)c4C)cc3)[nH]n2)c(O)c1 | -6 | -3 | 111 | -4 | -9 | 104 | 2 | 96
Cc1cccc(N2CCN(CC(O)COc3ccccc3Cl)CC2)c1 (stereo not given) | 3 | 1 | 98 | -1 | 7 | 99 | 0 | 99
CCOc1ccc(CCNc2ccc3nnc(-c4ccccc4)n3n2)cc1OCC | 3 | 6 | 104 | 5 | -1 | 97 | 10 | 92
CCn1c2ccccc2c2nnc(SCC(=O)c3ccccc3)nc21 | -12 | -2 | 96 | 2 | -13 | 101 | 4 | 93
COCCNc1nc2nonc2nc1NC(C)c1ccccc1Cl (stereo not given) | 8 | -6 | 98 | 4 | 6 | 100 | 4 | 92
Nc1ccc(S(=O)(=O)C(F)(F)F)cc1N | 1 | 7 | 102 | -2 | 5 | 102 | 5 | 108
CCOC(=O)c1sc(-c2ccc(C(F)(F)F)cc2)nc1O | -23 | -2 | 88[may fluoresce violet] | -38 | 6 | 529*[may fluoresce violet] | -4 | 140[may fluoresce violet]
O=C(O)c1cc(O)c2c(c1)C(=O)c1cccc(O)c1C2=O | 0 | 11 | 99 | 3 | -3 | 99 | 8 | 106
COc1ccc(OC)c(CNS(=O)(=O)c2cn(C)cn2)c1 | 8 | -8 | 104 | 2 | 3 | 108 | 3 | 104
Cc1cccc(N(CC(=O)NC2CCCCC2)C(=O)Cn2nnc(-c3ccc(C)o3)n2)c1 | 10 | -3 | 100 | 1 | 5 | 106 | -2 | 113
O=C(O)C1CCN(Cc2ccccn2)CC1 | -3 | 9 | 98 | 2 | 4 | 100 | -1 | 100
Cc1cccnc1NC(=O)C1CCCN(S(=O)(=O)c2ccc3c(c2)oc(=O)n3C)C1 (stereo not given) | 6 | 0 | 97 | 3 | 14 | 99 | -2 | 110
COc1cc([N+](=O)[O-])ccc1NC(=S)Nn1cnnc1 | -36 | -2 | 104 | -28 | -1 | 90 | 5 | 100
COCCOCCn1c(/C=C/c2ccccc2)nc2ccccc21 | 5 | -2 | 95 | -1 | -11 | 98 | 8 | 104
CC(=O)Nc1cc(-c2ccc(Cl)cc2)[nH]n1 | 5 | -4 | 101 | -2 | -17 | 104 | 95* | 98
O=C(NCc1cccc(Cl)c1)N1CCN(S(=O)(=O)c2ccccc2F)CC1 | -4 | 7 | 103 | 6 | 13 | 102 | -1 | 99
Nc1nonc1-n1nnc(C(=O)N/N=C/c2ccc(F)cc2)c1-c1cccs1 | -1 | -3 | 101 | 3 | 7 | 97 | 1 | 98
COC(=O)c1nnn(-c2nonc2N)c1CSc1nnc(N)s1 | 0 | -2 | 98 | 4 | 9 | 109 | 0 | 99
CC(C)N(C)C1CCN(S(=O)(=O)c2ccc(-c3ccc(=O)[nH]n3)s2)CC1 | 6 | -7 | 101 | 4 | -12 | 96 | -2 | 92
CN(C(=O)c1ccc(S(=O)(=O)N2CCCC2)cc1)C1CCCCC1 | 8 | -4 | 97 | -2 | -7 | 101 | -2 | 107

Filtered by structure, the compounds so far with two or more sulfur atoms
SMILES | procasp7 counter | EBNA-1 inh | RPL19A-GFP yeast | proCasp3 act | ZTA counter | MEP2-GFP yeast | AHR activator | LAP4-GFP MLPCN
COC(=O)c1nnn(-c2nonc2N)c1CSc1nnc(N)s1 | 0 | -2 | 98 | 4 | 9 | 109 | 0 | 99
CC(C)N(C)C1CCN(S(=O)(=O)c2ccc(-c3ccc(=O)[nH]n3)s2)CC1 | 6 | -7 | 101 | 4 | -12 | 96 | -2 | 92

(next part)
SMILES | procasp7 counter | EBNA-1 inh | RPL19A-GFP yeast | proCasp3 act | ZTA counter | MEP2-GFP yeast | AHR activator | LAP4-GFP MLPCN
COc1ccccc1NC(=O)C1CCCN(S(=O)(=O)c2c(C)noc2C)C1 (stereo not given) | -5 | 8 | 99 | 8 | -9 | 101 | 7 | 112
Cc1cc(C(=O)N2CCCC(N3CCN(c4cccc(C(F)(F)F)c4)CC3)C2)no1 (stereo not given) | 0 | 7 | 94 | -5 | 12 | 91 | 5 | 90
C/C(=N\NC(=O)c1cccc(S(=O)(=O)N2CCOCC2)c1)c1cc2ccccc2o1 | 5 | -5 | 102 | 1 | 12 | 102 | 4 | 112
C/C(=N\NC(=O)c1ccccc1)c1ccc(C)c([N+](=O)[O-])c1 | -6 | -7 | 102 | -9 | 7 | 104 | 10 | 100
C/C(=N\NC(=O)Cn1cc([N+](=O)[O-])cn1)c1ccco1 | -1 | -7 | 94 | 5 | -10 | 98 | 1 | 108
O=C(CC(C(=O)O)c1cccc(Cl)c1Cl)c1ccccc1 (stereo not given) | -8 | -17 | 103 | -7 | -6 | 106 | 6 | 105
Cc1ccccc1CNC(=O)C1CCCN(c2cnccn2)C1 (stereo not given) | -1 | 4 | 111 | 2 | 16 | 111 | 23 | 99
Cc1ccc(Cl)cc1NC(=S)NN | 5 | 2 | 90 | 0 | -6 | 93 | 23 | 113
CCCc1nc(Cl)c(C#N)c2c1CCCC2 | -11 | 9 | 111 | 7 | -8 | 108 | 1 | 99
Cc1ccc(C(C[N+](=O)[O-])c2c(C)[nH]n(-c3ccccc3)c2=O)cc1 (stereo not given) | -12 | 3 | 105 | -13 | 9 | 99 | 9 | 106
COc1cccc(-c2nc(CS(=O)(=O)CC(=O)NCc3ccccc3OC)c(C)o2)c1 | 0 | -12 | 87 | -8 | -9 | 93 | 2 | 94
CCc1cc2c(=O)oc(-c3ccccc3F)nc2s1 | -7 | -4 | 93 | -6 | -18 | 105 | 0 | 106
CCN(CC)CC(O)c1cccn1-c1ccc(CNC(=O)NC(C)C)cc1 (stereo not given) | -2 | -1 | 110 | -2 | -15 | 108 | -1 | 96
Cc1cccc(/N=C/c2sc3ccccc3c2O)n1 | -23 | 9 | 96 | -12 | 19 | 96 | 37 | 92
Cc1cccc(NC(=S)NNC(=O)COc2ccc(Cl)cc2Cl)c1 | -10 | 6 | 109 | -10 | 4 | 110 | -3 | 102
Cn1ncc(C#N)c1/N=C/N(Cc1ccccc1)Cc1ccccc1 | 2 | -2 | 103 | 8 | -19 | 108 | 1 | 106
O=C(O)c1nn(-c2ccccc2)nc1-c1nn(-c2ccccc2)nc1C(=O)O | 11 | 1 | 102 | -3 | -11 | 101 | 1 | 100
CCCCCOc1ccc(Cl)cc1CN1CCOCC1 | 9 | -1 | 98 | 3 | -19 | 95 | 18 | 94
COc1ccc([N+](=O)[O-])cc1NC(=O)Cc1noc2ccccc12 | -3 | 5 | 102 | 0 | 11 | 116 | 8 | 115
Cc1cccc(CCNC(=O)CC2C(=O)NCCN2CC2CCCCC2)n1 (stereo not given) | 3 | -3 | 97 | 2 | 12 | 104 | 1 | 97
N#Cc1cnn(-c2ccccc2)c1NC(=O)CN1CCOCC1 | 4 | 4 | 99 | -2 | -4 | 101 | 0 | 107
Cc1ccc(-n2ncc(C(=O)Nc3ccc(Cl)cc3)c2C2CCNCC2)cc1C | 3 | -10 | 101 | -1 | -13 | 101 | -8 | 97
CCOC(=O)c1cccc(NC(=O)CCc2nnc3ccc(N4CCN(C)CC4)nn23)c1 | 11 | 11 | 105 | 2 | 2 | 105 | -1 | 97
CCOC(=O)c1cc2c(N)c(C(=O)c3cc(C#N)c(SC)nc3C)sc2nc1C | -7 | -5 | 92 | 1 | -12 | 94 | 3 | 92
Cc1ccc(NC(=O)CCCc2ccccc2)nc1 | 3 | 10 | 103 | 8 | 4 | 111 | 2 | 101
(next part)
SMILES | procasp7 counter | EBNA-1 inh | RPL19A-GFP yeast | proCasp3 act | ZTA counter | MEP2-GFP yeast | AHR activator | LAP4-GFP MLPCN
O=C(COC(=O)c1ccc(O)cc1O)c1ccc(Cl)cc1 | -2 | 12 | 93 | -9 | 6 | 95 | 1 | 116
CCOc1cc(S(=O)(=O)NCCN2CCOCC2)c(C)cc1C | 3 | -7 | 99 | -2 | 8 | 100 | -1 | 90
COc1cc2c(cc1NC(=O)C(C)Sc1ccc(NC(C)=O)cc1)oc1ccccc12 (stereo not given) | 7 | 3 | 107 | -6 | 18 | 109 | 31 | 100
CCCCCCNC(=O)CC(c1ccccc1)c1cc(Br)ccc1O (stereo not given) | 4 | -7 | 105 | 4 | -3 | 103 | 2 | 99
Cc1ccc2c(c1)NC(=O)C(CC(=O)NCCN(CC(C)C)CC(C)C)O2 (stereo not given) | 6 | -5 | 103 | 1 | -8 | 99 | 1 | 103
C=CCNC(=O)/C(C#N)=C/c1c(N2CCN(c3ccc(OC)cc3)CC2)nc2c(C)cccn2c1=O | -4 | 0 | 89 | -1 | 8 | 97 | 30 | /
CC(C)c1ccc(C(=O)N/N=C/c2cccc(Cl)c2Cl)cc1 | -12 | 5 | 108 | 5 | 9 | 108 | 7 | 115
O=C(Cc1cccc2ccccc12)N1CCCc2ccccc21 | 4 | -11 | 103 | 6 | -1 | 96 | 14 | 111
O=C(O)CCC(=O)N1CCN(c2nc(-c3ccccc3)c3ccccc3n2)CC1 | -12 | 1 | 101 | -6 | -3 | 105 | 0 | 96
Cn1c(=O)n(C)c2cc(N3CCOCC3)c(NC(=O)c3ccc(F)cc3)cc21 | 9 | -2 | 98 | -3 | 0 | 91 | -2 | 88
O=C(O)/C=C/C(=O)Nc1ccccc1C(=O)Nc1ccccc1 | -5 | -4 | 94 | 3 | -6 | 94 | -3 | 86
CCN1CCCC1CNC(=S)Nc1ccc(C(C)=O)cc1 (stereo not given) | -16 | -1 | 90 | -13 | -7 | 88 | 0 | 107
Cc1ccnc2nc(C(=O)OCC(=O)N3CCc4ccccc43)nn12 | 10 | -8 | 92 | 0 | -1 | 88 | 9 | 93
COc1ccccc1CN1CC(C(=O)N(C)Cc2ccncc2C)CCC1=O (stereo not given) | 13 | 0 | 99 | 3 | 2 | 95 | -1 | 107
Cc1cc(/C=N/NC(=O)C(O)(c2ccccc2)c2ccccc2)c(C)n1-c1ccccc1 | 10 | -8 | 104 | 1 | 4 | 104 | -3 | 95
O=C(CSc1nnc(Cc2cccs2)n1C1CCCCC1)N1CCN(C(=O)c2ccco2)CC1 | -4 | -7 | 98 | 3 | 6 | 96 | 1 | 94
COc1ccc(C(=O)COC(=O)c2ccc(OC)c(OC)c2)cc1OC | 1 | 12 | 98 | -2 | 12 | 94 | 1 | 96

Of the compounds above, 3 contain a CF3 group:
SMILES | procasp7 counter | EBNA-1 inh | RPL19A-GFP yeast | proCasp3 act | ZTA counter | MEP2-GFP yeast | AHR activator | LAP4-GFP MLPCN
Nc1ccc(S(=O)(=O)C(F)(F)F)cc1N | 1 | 7 | 102 | -2 | 5 | 102 | 5 | 108
CCOC(=O)c1sc(-c2ccc(C(F)(F)F)cc2)nc1O | -23 | -2 | 88[may fluoresce violet] | -38 | 6 | 529*[may fluoresce violet] | -4 | 140[may fluoresce violet]
Cc1cc(C(=O)N2CCCC(N3CCN(c4cccc(C(F)(F)F)c4)CC3)C2)no1 (stereo not given) | 0 | 7 | 94 | -5 | 12 | 91 | 5 | 90
